Screens deposited in PubChem by National Center for Advancing Translational Sciences (NCATS).
Nrf2 inh: blocks Nrf2 signaling; A549 ARE-Fluc reporter, luciferase luminescence, 18-24 h; Potency, µM (titrated, usually from 46 µM), inactives show top-dose activity change, negative = inhibition, actives largely listed as inhibitors; actives 2.1% (n = 360,000); further: potency means the concentration at half of the fitted maximal effect; on the % scale 0 is the no-effect control and ±100 the full control effect; nearly all actives have a fitted effect of over 60% in size
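A549 ARE_Fluc cells (5000/well, 5% FBS OPTI-MEM) pre-incubated 2 h, then treated with compounds 18-24 h at 37C/5% CO2 in concentration-response. CellTiter-Fluor viability read first; BugLite luciferase luminescence after 15 min at room temperature gives Nrf2 activity.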
Mm-Cpn inhibitor: inhibitors of Methanococcus maripaludis chaperonin (MmCpn) | Potency, µM (titrated, usually from 76.9 µM), without a hit: at the highest dose activity, negative = inhibition, usual class: inhibitors | AID 504842 | actives 0.031% (n = 330,000) | purified Mm-Cpn ATPase, ADP Transcreener TR-FRET; further: potency means the concentration at half of the fitted maximal effect; on the % scale 0 is the no-effect control and ±100 the full control effect; nearly all actives have a fitted effect of over 80% in size
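25 nM Mm-CPN + cpd, 10 min 37°C; + 10 uM ATP, 30 min 37°C; buffer 30 mM Tris pH 7.4, 100 mM KCl, 5 mM MgCl2, 1 mM DTT; Transcreener ADP HTRF detection 30 min RT.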
HepG2 tox: kills HepG2 cells in TGF-b inhibitor counter-screen | HepG2 CAGA-GFP viability, ATP luminescence, 18 h | Potency, µM (doses to about 46.1 µM), for inactives: at the highest dose activity change, negative = cytotoxicity, actives largely listed as cytotoxic | actives 0.76% (n = 410,000) | AID 588856; further: potency means the concentration at half of the fitted maximal effect; some results filed as inactive show a strong effect at the top dose
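HepG2 CAGA-GFP cells (1000/well, DMEM with 1% FBS) received compound, then TGF-beta at 500 pg/mL final, and were incubated 18 hours at 37 degrees C. Viability was read by CellTiter-Glo luminescence. Media-only wells were set as complete cell-killing and DMSO as no toxicity.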
Abeta rescue: A-beta toxicity reversal in yeast; Potency, µM (top dose mostly 46.1 µM), for inactives: top-dose growth rescue, actives largely listed as activators; yeast expressing A-beta42, growth rescue, OD600, 48 h; response scale: 0% DMSO, 100% iron-clioquinol control; actives 0.063% (n = 410,000); AID 1347071; further: potency means the concentration at half of the fitted maximal effect; nearly all actives have a fitted effect of over 55% in size
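Growth rescue measured by 600 nm absorbance after 48 h yeast culture at 30 C with compound. Values normalized between DMSO and an equimolar ferric chloride plus clioquinol control.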
A549 viability: A549 cytotoxicity, counter-screen for Nrf2 inhibitors | Potency, µM (highest dose often 46 µM), for inactives: top-dose activity change, negative = cytotoxicity, usual class: inhibitors | actives 0.16% (n = 390,000) | A549 ARE-Fluc cells, CellTiter-Fluor viability, 18-24 h; further: potency means the concentration at half of the fitted maximal effect; on the % scale 0 is the no-effect control and ±100 the full control effect
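A549 ARE_Fluc cells in 5% FBS OPTI-MEM were exposed to compounds in concentration-response for 18-24 h at 37 deg C. Viability was read by CellTiter-Fluor fluorescence (Ex 405/Em 525) after 30 min, before the luciferase read.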
TGFb inhibitor: TGF-b pathway inhibition; HepG2 CAGA-GFP TGF-b/SMAD3 reporter, GFP fluorescence, 18 h; TGF-beta stimulated, 500 pg/mL final; AID 588855; actives 1.2% (n = 410,000); Potency, µM (doses to about 46.1 µM), without a hit: at the highest dose activity, negative = inhibition, hits mostly inhibitors; further: potency means the concentration at half of the fitted maximal effect; on the % scale 0 is the no-effect control and ±100 the full control effect; nearly all actives have a fitted effect of over 65% in size
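HEPG2 CAGA-GFP cells (1000/well, DMEM with 1% FBS) were pre-incubated 2 h at 37 degrees C, given compound by pin tool, then stimulated with TGF-beta at 500 pg/mL final for 18 h before per-cell GFP fluorescence imaging.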
Nrf2 activator: activates Nrf2 signaling; AREc32 ARE-luciferase reporter (MCF7-derived line), luminescence, 24 h; Potency, µM (doses to about 46.1 µM), without a hit: at the top dose activation, usual class: activators; actives 0.31% (n = 410,000); AID 624171; further: potency means the concentration at half of the fitted maximal effect; % of control where 0% means no effect; nearly all actives have a fitted effect of over 65% in size
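AREc32_Fluc, 1000 cells/well, OPTI-MEM + 5% FBS, o/n 37 deg C 5% CO2; 23 nL cpd by pin tool, 24 hr; Steady-Glo 30 min RT, luminescence.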
pAkt inh: inhibitors of Akt phosphorylation | Neuro2A IGF-stimulated pAkt S473 HTRF, 20 min; hits give low values | activity change, % for hits at 50 µM | actives 0.32% (n = 360,000) | AID 651550; in the data active means activity change below about -80%; inconclusive means mostly about -51% to -80%; further: on the % scale 0 is the no-effect control and ±100 the full control effect
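Neuro2A cells in DMEM with 0.5% FBS, overnight at 37 deg C, given compound at single 50 µM final, then IGF (6 nM final) for 20 min at 37 deg C. Lysed; phospho-Akt Ser473 by HTRF after 24 h, 665/615 ratio.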
CCT modulator: changes cytosolic chaperonin activity; purified chaperonin ATPase assay, HTRF ADP detection, 30 min; activity change, % (concentration not given with the values), hits read low; actives 0.3% (n = 360,000); AID 651819; in the data active means activity change below about -30%; further: on the % scale 0 is the no-effect control and ±100 the full control effect
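TRiC (40 or 20 nM final, by batch activity) in 30 mM Tris pH 7.4, 100 mM KCl, 5 mM MgCl2, 1 mM DTT was treated with compound at 76 uM single dose, then 10 uM ATP, 30 min at 37 °C. ADP was read by HTRF Transcreener.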
Numbers without * were called inactive; i = inactive; u = inconclusive; x = no result given; & = joins results of further samples. Unless noted, the call rests on the fitted dose curve; in most records, active means well fitted curve in the direction sought with a large enough effect; inconclusive means small, poorly fitted or top-dose-only effect, or another doubt; inactive means no such curve, though single readings can be large; an effect the other way counts as inactive or inconclusive.

SMILES	Nrf2 inh	Mm-Cpn inhibitor	HepG2 tox	Abeta rescue	A549 viability	TGFb inhibitor	Nrf2 activator	pAkt inh	CCT modulator
Cc1noc(C)c1CCC(=O)Nc1cc(C(=O)O)ccc1Cl	x	x	-21%	-8%	x	4%	-0.9%	i	-0.6
COc1ccc(CNC(=O)CCC(=O)Nc2nnc(C(F)(F)F)s2)cc1	-16%	-2%	7%	2%	-4%	0%	-0.1%	i	-0.3
COc1cc(-c2noc(C)c2C#Cc2ccsc2)cc(OC)c1OC	19%	1%	-20%&-15%	-13%	-2%	11µM*	8.7%	i	-2.4
Cc1cccc(C)c1Cn1c(C)c(C(=O)NCc2ccc([N+](=O)[O-])cc2)sc1=O	x	x	7%	5%	x	u	0.5%	i	0.3
O=C(NCCCN1CCCC1=O)Nc1ccccc1Cl	9%	-1%	3%	6%	5%	2%	-0.1%	i	-0.2
COCCNC(=O)C(=O)NCC(c1cccnc1)N1CCN(c2ccccc2)CC1 (stereo not given)	-3%	x	-10%	1%	-18%	0%	-0.5%	x	x
CCOC(=O)Cc1csc(NS(=O)(=O)c2ccc(NC(C)=O)cc2)n1	22%	1%	7%	-8%	0%	3%	-0.8%	i	0.8
COc1ccc(NC(=O)Cn2c(=O)n(-c3ccccc3)c(=O)c3oc4ccccc4c32)c(OC)c1	u	-1%	3%	-1%	-17%	-3%	2.2%	i	-4.5
O=C(COC(=O)c1cccc(Br)c1)NCCNC(=O)COC(=O)c1cccc(Br)c1	12%	0%	6%	22%	-2%	12%	-0.1%	i	-0.5
Cc1nc2cc(C(=O)N3CCN(C)CC3)ccc2n1C	-21%	-2%	10%	-5%	-15%	-4%	-0.3%	i	-0.6
C/C(=N\Nc1ccc(C(=O)c2c(C)cc3ccccn23)cc1[N+](=O)[O-])c1ccc(O)cc1	u	1%	1%	6%	u	1%	0.5%	i	-1.0
COc1cccc(-c2cc(C(=O)N3CCc4ccccc4C3)[nH]n2)c1	24%	-2%	1%	1%	-3%	5%	0.8%	i	1.0
O=C(C1CCCO1)N1CCN(C(=S)Nc2cc(F)cc(F)c2)CC1 (stereo not given)	-11%	0%	0%	-8%	-1%	5%	0.2%	i	-2.9
CCOC(=O)C1=C[C@@H](CC)N(S(=O)(=O)c2ccc(C)cc2)[C@H]1c1ccccc1	x	x	-9%	-12%	x	u	1.1%	i	-0.1
Cc1cccc(S(=O)(=O)c2cn(Cc3ccccc3)c3cc(N4CCCC(C)C4)c(F)cc3c2=O)c1 (stereo not given)	-24%	x	-1%	-4%	1%	-3%	0.0%	x	x
Cc1cc(NC(=O)CSc2nnc(CNc3cccc(C(F)(F)F)c3)n2Cc2ccco2)no1	-30%	-3%	15%	8%	-4%	0%	-0.3%	i	-0.8
CC1CC2CCCC(O)=C2C(=O)O1 (stereo not given)	-13%	x	-12%	-13%	-3%	1%	-0.5%	i	0.5
COc1cccc(C(=O)Oc2cc(N)n(S(=O)(=O)c3ccc(C)cc3)n2)c1OC	x	0%	-25%	3%	-5%	1%	-0.6%	i	-5.0
COc1ccc(CC(=O)Nc2ccccc2N2CCCC2)cc1	-2%	0%	-7%	17%	1%	-7%	0.3%	i	0.2
Cc1ccccc1Cn1c(=O)n(CCc2ccccc2)c(=O)c2sc3ccccc3c21	21%	x	2%	-18%	3%	-8%	-1.2%	x	x

Two entries drawn at random from those above:
SMILES	Nrf2 inh	Mm-Cpn inhibitor	HepG2 tox	Abeta rescue	A549 viability	TGFb inhibitor	Nrf2 activator	pAkt inh	CCT modulator
COc1ccc(CNC(=O)CCC(=O)Nc2nnc(C(F)(F)F)s2)cc1	-16%	-2%	7%	2%	-4%	0%	-0.1%	i	-0.3
Cc1ccccc1Cn1c(=O)n(CCc2ccccc2)c(=O)c2sc3ccccc3c21	21%	x	2%	-18%	3%	-8%	-1.2%	x	x

More structures follow:
SMILES	Nrf2 inh	Mm-Cpn inhibitor	HepG2 tox	Abeta rescue	A549 viability	TGFb inhibitor	Nrf2 activator	pAkt inh	CCT modulator
C[C@@H]1CC[C@@]23COC(=O)C2=CCC[C@@H]3[C@@]1(C)CC/C(=C/CO)CO	-9%	-4%	-31%	-20%	-1%	-8%	u	i	0.6
CC(=O)Nc1ccc(NC(=O)CSc2ccc3nnc(-c4ccccn4)n3n2)cc1	3%	1%	-11%	12%	2%	-5%	-1.2%	i	1.2
CCOC(=O)c1ccc(NC(=O)C2CCCN(c3ncnc4onc(C)c34)C2)cc1 (stereo not given)	u	x	-28%	-9%	0%	-16%	5.5%	x	x
O=C(Nc1cccnc1)OC1CCCCC1	u	-4%	7%	-8%	1%	17%	0.6%	i	-1.3
c1ccc2[nH]c(SCc3cn4cccnc4n3)nc2c1	u	-3%	-37%	-14%	0%	-3%	5.6%	i	-10
Cc1ccc(NC(=O)CN(C)C(=O)CSc2nc(C)cc(C)n2)cc1	-21%	-1%	4%	4%	-2%	u	-0.3%	i	-0.1
CCCCSc1[nH]c(=O)c(C(=O)OCC)cc1C#N	-12%	-1%	-38%	-11%	-4%	-1%	0.2%	i	-1.0
COc1ccc(OC)c(CN2CCN(CCCc3ccccc3)C(CCO)C2)c1 (stereo not given)	3%	-2%	-34%	-5%	0%	-8%	-0.4%	i	1.6
c1ccc2c(c1)CCCn1nnnc1-2	-23%	-6%	4%	-2%	-7%	8%	-0.5%	i	2.0
Cc1ccc(NC(=O)CCCCCN2C(=O)[C@@H]3Cc4ccccc4CN3C2=O)cc1	-27%	-1%	5%	13%	4%	-14%	2.2%	i	-0.8

Individual results from above.
Value for CC(=O)Nc1ccc(NC(=O)CSc2ccc3nnc(-c4ccccn4)n3n2)cc1 in HepG2 tox: -11%
Value for CCOC(=O)c1ccc(NC(=O)C2CCCN(c3ncnc4onc(C)c34)C2)cc1 (stereo not given) in HepG2 tox: -28%
Value for CCCCSc1[nH]c(=O)c(C(=O)OCC)cc1C#N in Abeta rescue: -11%
Value for c1ccc2[nH]c(SCc3cn4cccnc4n3)nc2c1 in Nrf2 activator: 5.6%
Value for Cc1ccc(NC(=O)CN(C)C(=O)CSc2nc(C)cc(C)n2)cc1 in Mm-Cpn inhibitor: -1%

(list continues)
SMILES	Nrf2 inh	Mm-Cpn inhibitor	HepG2 tox	Abeta rescue	A549 viability	TGFb inhibitor	Nrf2 activator	pAkt inh	CCT modulator
CC1CCN(C(=O)c2ccc(S(=O)(=O)Cc3ccccc3F)c([N+](=O)[O-])c2)CC1	-11%	1%	-21%	-8%	-8%	-10%	13%	i	-1.9
CCN(CC)C(=O)CSC1c2ccccc2C(=O)N1c1ccccc1 (stereo not given)	x	2%	0%	-3%	u	-4%	-0.4%	i	1.0
COc1ccc2cc(C(=O)Nc3ccc(Cl)cc3)sc(=O)c2c1OC	-2%	1%	22%	4%	-6%	24%	-0.5%	i	-4.8
CCOc1ccc(C(=O)CCC(=O)NCC(=O)Nc2c(C)cccc2C)cc1	13%	0%	3%	4%	1%	-8%	-0.1%	i	-0.3
CC(C)NC(=O)NC(=O)COC(=O)/C=C/c1ccccc1[N+](=O)[O-]	4%	2%	-2%	-10%	0%	u	u	i	-2.1
CCCCOc1ccc(C(=O)Nn2c(-c3cccs3)nc3ccccc3c2=O)cc1	-3%	0%	-12%	2%	-4%	-2%	-0.4%	i	4.4
COC(=O)c1sc(SC)c(S(=O)(=O)C(C)C)c1N	1%	2%	11%	-16%	6%	u	0.6%	i	1.1
COc1ccc(CC(=O)N/N=C(\C)c2cccs2)cc1	-18%	2%	-1%	-7%	4%	-3%	2.1%	i	-1.4
O=C(COc1ccccc1)Nc1ccc(C(=O)N2CCCC2)cc1	-5%	-1%	-28%	8%	-12%	1%	-1.2%	i	0.1
CC(=O)c1ccc(N2CCN(C(=O)c3ccc4nc[nH]c4c3)CC2)cc1	3%	-1%	3%	12%	-1%	-6%	0.7%	i	-4.8
COc1ccc(Cc2nc(-c3cccs3)no2)cc1	u	-2%	-8%	-2%	8%	2%	5.5%	i	-1.0
O=C1COc2ccc(C(=O)COC(=O)Cc3ccsc3)cc2N1	2%	-1%	1%	0%	8%	3%	3.7%	i	-0.2
O=C(NC1CCN(C(=O)Nc2cccc(F)c2)CC1)C1CCCCC1	22%	-4%	1%	-4%	-17%	-10%	-0.6%	i	-1.4
CN(Cc1ncc[nH]1)C(=O)CC1C(=O)NCCN1Cc1c(F)cccc1Cl (stereo not given)	0%	-9%	4%	-12%	1%	7%	-0.7%	i	-9.4
CCO[C@@H]1OC(C(=O)N2CCN(C)CC2)=C[C@H](c2csc3ccccc23)[C@H]1CCCO	14%	x	1%	4%	4%	7%	1.5%	i	-1.2
Cc1ccc(S(=O)(=O)N2CCN(C(=O)COc3ccc(-c4nnco4)cc3)CC2)cc1	6%	2%	-14%	3%	9%	-1%	0.0%	i	0.6
O=C(N/N=C/c1cccc([N+](=O)[O-])c1)C1CC(=O)N(c2ccc(F)cc2)C1 (stereo not given)	-18%	1%	3%	-2%	-2%	u	1.9%	i	-3.3
CCC1CCCCN1S(=O)(=O)c1ccc(C(=O)Nc2nnc(C3CC3)o2)cc1 (stereo not given)	u	2%	-13%	u	-4%	-16%	-0.9%	i	-3.8

Entries above marked active in TGFb inhibitor:
smiles | Mm-Cpn inhibitor | TGFb inhibitor | Nrf2 activator | pAkt inh | CCT modulator
COc1cc(-c2noc(C)c2C#Cc2ccsc2)cc(OC)c1OC | 1% | 11µM* | 8.7% | i | -2.4
